Tau fluor counter – Counterscreen qHTS for Inhibitors of Tau Fibril Formation, Fluorescence Polarization | tau K18 P301L Alexa594 fluorescence, heparin fibrillization | 0.93% of 280,000 active | Potency, µM (top dose mostly 57.7 µM), without a hit: at the top dose activity change, negative = decrease; further: on the % scale 0 is the no-effect control and ±100 the full control effect; nearly all actives have a fitted effect of over 55% in size
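Human tau K18 P301L (15 uM unlabeled, 0.24 uM Alexa 594-labeled) in 100 mM sodium acetate pH 7 with 20 uM heparin, 6 hr at 37 C. ThT 30 uM added, 1 hr ambient; Alexa 594 FP and total fluorescence read at 555/632 nm.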
HTT cytoprotect – qHTS Multiplex Assay to Identify Dual Action Probes in a Cell Model of Huntington: Cytoprotection (ATP); PC12 HTT-Q103 induced, cytoprotection, ATP luminescence, 40 h; Potency, µM (doses to about 56.4 µM), for the others: cytoprotection (ATP increase), usual class: activators; 0.14% of 230,000 active; AID 1471, 2008;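 further: % of control where 0% means no effect; nearly all actives have a fitted effect of over 45% in size; toxic huntingtin expression switched on by the ecdysone agonist tebufenozide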
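Cells were plated at 1500 per well in phenol red-free DMEM with 5% equine and 5% calf serum. Tebufenozide (100 nM final) and compounds were added, then ATPlite reagent, and luminescence was read.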
Tau ThT inhib – qHTS for Inhibitors of Tau Fibril Formation, Thioflavin T Binding | Microtubule-associated protein tau (Homo sapiens), P10636 | recombinant tau K18 P301L (four-repeat tau fragment), heparin-induced fibrillization, ThT fluorescence | Potency, µM (doses to about 57.4 µM), for the others: top-dose activity, negative = inhibition, hits mostly inhibitors | 2.1% of 270,000 active | AID 1460, 2008; further: on the % scale 0 is the no-effect control and ±100 the full control effect; nearly all actives have a fitted effect of over 55% in size
Target sequence (P10636 561-689 P618L limits assumed): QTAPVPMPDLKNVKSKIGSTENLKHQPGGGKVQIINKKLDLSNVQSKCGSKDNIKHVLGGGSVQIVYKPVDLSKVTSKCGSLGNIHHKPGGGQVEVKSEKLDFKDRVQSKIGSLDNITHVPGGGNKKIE
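Aggregation was driven by heparin (20 uM final) acting on recombinant tau […] bearing P301L in 100 mM sodium acetate pH 7; fibrils were detected with Thioflavin T.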
HTT aggregate – qHTS Multiplex Assay to Identify Dual Action Probes in a Cell Model of Huntington: Aggregate Formation (GFP) | 1.1% of 220,000 active | Potency, µM (highest dose often 46.1 µM), inactives show top-dose activity change, negative = inhibition, hits mostly inhibitors | PC12 HttQ103-GFP aggregates, Acumen cytometry, 40 h; further: on the % scale 0 is the no-effect control and ±100 the full control effect; nearly all actives have a fitted effect of over 60% in size
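PC12 cells stably carrying ecdysone-inducible HTT exon 1 Q103–GFP were induced with tebufenozide (100 nM final) and treated with library compounds in titration. GFP aggregates in lysates were counted by laser scanning cytometry.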
Tau FP inhib – qHTS for Inhibitors of Tau Fibril Formation, Fluorescence Polarization | K18 P301L tau heparin fibrillization, Alexa594 FP, 6 h | 0.39% of 280,000 active | Potency, µM (top dose mostly 57.7 µM), without a hit: top-dose activity, negative = inhibition, usual class: inhibitors; further: on the % scale 0 is the no-effect control and ±100 the full control effect; nearly all actives have a fitted effect of over 55% in size
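Compound effects on tau fibrillization are measured by Alexa 594 fluorescence polarization (ex 555, em 632 nm). K18 P301L tau is used at 15 uM with 0.24 uM labeled tracer, and 20 uM heparin induces aggregation over 6 hr at 37 C.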
ALDH1A1 block – qHTS Assay for Inhibitors of Aldehyde Dehydrogenase 1 (ALDH1A1); Purified ALDH1A1, NADH fluorescence, propionaldehyde substrate; Potency, µM (series often up to 75.3 µM), for the others: at the highest dose activity, negative = inhibition, actives largely listed as inhibitors; Aldehyde dehydrogenase 1A1 (Homo sapiens), P00352; 7.3% of 220,000 active; active means well fitted inhibition curve with a large enough effect, not every such curve was filed as active; inconclusive means small, poorly fitted or top-dose-only effect, or another doubt; inactive means no such curve, though single readings can be large or run the other way;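 further: plate controls were no enzyme wells and a reference inhibitor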
Target sequence (P00352 whole entry, looked up): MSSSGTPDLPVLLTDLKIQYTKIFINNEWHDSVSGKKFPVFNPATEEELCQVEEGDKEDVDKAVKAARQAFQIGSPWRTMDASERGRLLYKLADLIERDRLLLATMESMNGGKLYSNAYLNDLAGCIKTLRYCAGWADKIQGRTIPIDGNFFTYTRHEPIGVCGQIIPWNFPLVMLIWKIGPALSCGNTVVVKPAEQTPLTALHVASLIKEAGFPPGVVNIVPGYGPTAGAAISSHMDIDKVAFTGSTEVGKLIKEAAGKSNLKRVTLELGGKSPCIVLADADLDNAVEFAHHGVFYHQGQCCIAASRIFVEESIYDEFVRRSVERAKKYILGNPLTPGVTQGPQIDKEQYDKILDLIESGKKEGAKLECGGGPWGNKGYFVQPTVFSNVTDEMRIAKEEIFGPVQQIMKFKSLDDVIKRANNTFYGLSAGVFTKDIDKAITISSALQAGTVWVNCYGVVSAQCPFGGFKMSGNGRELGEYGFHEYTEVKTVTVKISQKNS
KDM4E inh – qHTS Assay for Inhibitors of Human Jumonji Domain Containing 2E (JMJD2E); 1.6% of 230,000 active; Potency, µM (titrated, usually from 57.1 µM), for inactives: top-dose activity change, negative = inhibition, actives largely listed as inhibitors; JMJD2E catalytic domain, FDH-coupled NADH fluorescence (FDH is formaldehyde dehydrogenase); AID 2147, 2009; Lysine-specific demethylase 4E (Homo sapiens), B2RXH2; active means well fitted inhibition curve with a large enough effect, not every such curve was filed as active; inconclusive means small, poorly fitted or top-dose-only effect, or another doubt; inactive means no such curve, though single readings can be large or run the other way;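 further: 0% = wells with enzyme and -100% = buffer wells without enzyme; nearly all actives have a fitted effect of over 50% in size; many of its hits are not listed in these tables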
Target sequence (B2RXH2 1-337 limits assumed): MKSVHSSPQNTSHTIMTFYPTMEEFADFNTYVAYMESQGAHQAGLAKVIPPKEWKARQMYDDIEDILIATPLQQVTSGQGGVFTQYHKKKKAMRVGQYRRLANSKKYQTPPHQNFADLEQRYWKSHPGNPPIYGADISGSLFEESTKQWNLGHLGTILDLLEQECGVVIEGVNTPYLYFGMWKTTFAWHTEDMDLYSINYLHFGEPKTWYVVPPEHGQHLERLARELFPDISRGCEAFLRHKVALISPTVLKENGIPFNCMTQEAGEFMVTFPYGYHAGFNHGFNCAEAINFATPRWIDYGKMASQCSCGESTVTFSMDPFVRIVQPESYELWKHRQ
SMN2 splice up – qHTS Assay for Enhancers of SMN2 Splice Variant Expression; HEK293 SMN2-luciferase splicing reporter, luminescence, 30-36 h; Potency, µM (doses to about 46.1 µM), inactives show top-dose activity change, positive = activation, usual class: activators; 2.8% of 210,000 active; further: % of control where 0% means no effect; nearly all actives have a fitted effect of over 55% in size
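qHTS luciferase splicing reporter: luminescence rises when SMN2 exon 7 is included in transfected HEK293 cells. Compound exposure lasted 30-36 h at 37C, with 4.5 mM final sodium butyrate as control, followed by a ONE-Glo read.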
* marks the source's active call; other numbers are inactive results; [ ] = remark or other dose. Unless noted, the call rests on the fitted dose curve; in most records, active means well fitted curve in the direction sought with a large enough effect; inconclusive means small, poorly fitted or top-dose-only effect, or another doubt; inactive means no such curve, though single readings can be large; an effect the other way counts as inactive or inconclusive. Potency means the concentration at half of the fitted maximal effect. Not all compounds are listed, so the mix of outcomes need not match the whole.

c1coc(-c2ccnc(-n3cccc3)n2)c1 was read as Tau fluor counter -1%, HTT cytoprotect 32%[10 µM], Tau ThT inhib -4%, HTT aggregate 2%, Tau FP inhib -7%, ALDH1A1 block -1%, KDM4E inh -9% and SMN2 splice up -15%.
`CCN(CC)c1ccc(/C=N/NC(=O)c2c[nH]c3ccccc23)cc1` gave Tau fluor counter 13µM*[quencher], Tau ThT inhib 5µM*, HTT aggregate -14%, Tau FP inhib 7%, ALDH1A1 block inconclusive, KDM4E inh 3% and SMN2 splice up -17%.
O=C(CN1c2cccc3cccc(c23)S1(=O)=O)NCc1ccc2c(c1)OCO2 was read as Tau fluor counter -13%, HTT cytoprotect 0%[10 µM], Tau ThT inhib -12%, HTT aggregate 5%[9.22 µM], Tau FP inhib -2%, ALDH1A1 block inconclusive, KDM4E inh inconclusive and SMN2 splice up -25%.
Screening CCOC(=O)c1c(N2C(=O)Nc3ccccc3N2O)n[nH]c1-c1cccc(Cl)c1 returned Tau fluor counter -8%, HTT cytoprotect inconclusive, Tau ThT inhib -12%, HTT aggregate -17%, Tau FP inhib 3%, ALDH1A1 block -5%, KDM4E inh -19% and SMN2 splice up -19%.
Screening CC(C)c1ccc(NC(=S)NCc2ccc3c(c2)OCO3)cc1 returned Tau fluor counter inconclusive, HTT cytoprotect -9%, Tau ThT inhib -12%, HTT aggregate -7%, Tau FP inhib -12%, ALDH1A1 block inconclusive, KDM4E inh 0% and SMN2 splice up inconclusive.
Screening O=C(O)CCC(=O)Nc1ccc(Cc2ccc(NC(=O)CCC(=O)O)c(O)c2)cc1O returned Tau fluor counter -14%, HTT cytoprotect 6%[10 µM], Tau ThT inhib -9%, HTT aggregate -5%, Tau FP inhib -4%, ALDH1A1 block 5%, KDM4E inh -4% and SMN2 splice up 2%.
NC(=O)c1cccnc1Sc1ccc(Cl)cc1 was read as Tau fluor counter 8%, HTT cytoprotect 33%[10 µM], Tau ThT inhib 10%, HTT aggregate -1%, Tau FP inhib 1%, ALDH1A1 block 12%, KDM4E inh -2% and SMN2 splice up -8%.
COc1ccc(C(=O)c2ccccc2O)c(O)c1 was read as Tau fluor counter -29%, HTT cytoprotect 3%[40.3 µM], Tau ThT inhib -17%, HTT aggregate -24%[20.6 µM], Tau FP inhib -13%, ALDH1A1 block -6%, KDM4E inh -3% and SMN2 splice up 2%.
`COc1cc(-c2nc(-c3cccc(Cl)c3)c(-c3ccccc3)[nH]2)cc(OC)c1OC` gave Tau fluor counter inconclusive, Tau ThT inhib -4%, Tau FP inhib inconclusive and SMN2 splice up 9%.
For CCOC(=O)c1cc(CC)sc1/N=C/C1=C(O)CC(C)(C)CC1=O the results were Tau fluor counter -10%, Tau ThT inhib -3%, HTT aggregate 5%, Tau FP inhib 2%, ALDH1A1 block 11µM*, KDM4E inh 1% and SMN2 splice up 9%.
`Cc1nc2ccc(NC(=O)NCc3ccco3)cc2s1` gave Tau fluor counter -4%, HTT cytoprotect -7%[10 µM], Tau ThT inhib -5%, HTT aggregate -22%, Tau FP inhib 0%, ALDH1A1 block 2%, KDM4E inh 1% and SMN2 splice up 18%.
For CCc1ccc(Cn2nnc(C(=O)Nc3ccc(C)cc3)c2N)cc1 the results were Tau fluor counter -2%, Tau ThT inhib -1%, Tau FP inhib -7% and SMN2 splice up 1%.
Screening Cn1c(C(=O)N2CCCC(C(=O)c3ccc(C(F)(F)F)cc3)C2)cc(=O)n(C)c1=O (stereo unspecified) returned Tau fluor counter -2%, HTT cytoprotect 8%[10 µM], Tau ThT inhib -2%, HTT aggregate 5%[9.22 µM], Tau FP inhib 3%, ALDH1A1 block 8%, KDM4E inh -5% and SMN2 splice up -6%.
`O=C(Cc1cccs1)N1CCCC(c2nc3c(nnn3Cc3ccccc3Cl)c(=O)[nH]2)C1` (stereo unspecified) gave Tau fluor counter -8%, HTT cytoprotect 16%, Tau ThT inhib -19%, HTT aggregate 7%, Tau FP inhib -11%, ALDH1A1 block inconclusive and KDM4E inh 2%.
Screening O=C(Nc1ccc(Cl)c(Cl)c1)Nc1nnc(CC2=CCCCC2)s1 returned Tau fluor counter inconclusive, HTT cytoprotect 20%[10 µM], Tau ThT inhib 11%, HTT aggregate inconclusive, Tau FP inhib 8.9µM*, ALDH1A1 block -8%, KDM4E inh 2% and SMN2 splice up -51%[inhibitor].
`Cc1c(Cl)cccc1NC(=O)CCC(=O)NNC(=O)c1ccco1` gave Tau fluor counter 1%, HTT cytoprotect 4%, Tau ThT inhib -4%, HTT aggregate 4%, Tau FP inhib 1%, ALDH1A1 block 1%, KDM4E inh -4% and SMN2 splice up -13%.
Cc1ccccc1Oc1ccc(Oc2ccccc2C)nn1 was read as Tau fluor counter -2%, HTT cytoprotect -8%, Tau ThT inhib -4%, HTT aggregate 9%, Tau FP inhib -6%, ALDH1A1 block 2%, KDM4E inh -4% and SMN2 splice up inconclusive.
Screening O=C(N/N=C/c1ccccc1O)C1(O)c2ccccc2-c2ccccc21 returned Tau fluor counter -11%, HTT cytoprotect 32%[1.9 µM], Tau ThT inhib -6%, HTT aggregate 10µM*, Tau FP inhib 6%, ALDH1A1 block 9%, KDM4E inh inconclusive and SMN2 splice up 4%.
`N/C(Cc1ccc([N+](=O)[O-])cc1)=N\OC(=O)CC1CCCCC1` gave Tau fluor counter -8%, HTT cytoprotect 18%[10 µM], Tau ThT inhib -3%, HTT aggregate -1%, Tau FP inhib 9%, ALDH1A1 block inconclusive, KDM4E inh 6% and SMN2 splice up 0%.
CCOc1ccc(C(=O)N2CCCC(c3nc(-c4cccs4)no3)C2)cc1 (stereo unspecified) was read as Tau fluor counter -3%, HTT cytoprotect 30%[10 µM], Tau ThT inhib -3%, HTT aggregate 13%[9.22 µM], Tau FP inhib 0% and KDM4E inh -5%.
For Cn1c(=O)n(C)c2cc(NS(=O)(=O)c3ccc(Br)s3)ccc21 the results were Tau fluor counter -17%, HTT cytoprotect -21%[10 µM], Tau ThT inhib -11%, HTT aggregate -7%, Tau FP inhib 2%, ALDH1A1 block 7%, KDM4E inh 8% and SMN2 splice up inconclusive.
`CCn1c(=O)c(C(=O)Nc2ccc(C(C)=O)cc2)nc2ccccc21` gave Tau fluor counter -6%, Tau ThT inhib inconclusive, Tau FP inhib 4% and SMN2 splice up 28%.
CC(=O)Nc1ccc(OCC(O)Cn2nc(C)c(Br)c2C)cc1 (stereo unspecified) was read as Tau fluor counter 6%, HTT cytoprotect 8%[10 µM], Tau ThT inhib -6%, HTT aggregate 1%, Tau FP inhib 7%, ALDH1A1 block 3%, KDM4E inh -8% and SMN2 splice up 20%.
`CCCCNC(=O)C1CCN(S(=O)(=O)N2CCOCC2)CC1` gave Tau fluor counter -6%, HTT cytoprotect inconclusive, Tau ThT inhib -2%, HTT aggregate 0%, Tau FP inhib -3%, ALDH1A1 block 10% and KDM4E inh 2%.
COCCN(C(C)=O)c1nnc(-c2ccccn2)s1 was read as Tau fluor counter 12%, HTT cytoprotect -9%, Tau ThT inhib -12%, HTT aggregate 3%, Tau FP inhib -2%, ALDH1A1 block inconclusive, KDM4E inh inconclusive and SMN2 splice up inconclusive.
Cc1ccc(NC(=O)CSc2ccc(-c3ccc4c(c3)OCO4)nn2)cc1F was read as Tau fluor counter -7%, HTT cytoprotect -25%[10 µM], Tau ThT inhib -7%, HTT aggregate -17%, Tau FP inhib -9%, ALDH1A1 block -13%, KDM4E inh 2% and SMN2 splice up 2%.
CC(=O)Nc1ccc(S(=O)(=O)Nc2ccc(N3CCOCC3)c(F)c2)cc1 was read as Tau fluor counter 7%, HTT cytoprotect -20%[0.074 µM], Tau ThT inhib 7%, HTT aggregate -23%, Tau FP inhib 4%, ALDH1A1 block -2%, KDM4E inh 0% and SMN2 splice up -17%.
`CCOc1ccc(NC(=O)c2ccccc2OC)cc1` gave Tau fluor counter -7%, HTT cytoprotect -74%[inhibitor], Tau ThT inhib inconclusive, HTT aggregate 8%, Tau FP inhib -1%, ALDH1A1 block 5%, KDM4E inh 5% and SMN2 splice up inconclusive.
For O=C(O)c1c(-c2ccccc2)c2oc3ccccc3c2[nH]c1=O the results were Tau fluor counter -3%, HTT cytoprotect -17%, Tau ThT inhib -5%, HTT aggregate 23%, Tau FP inhib -3%, ALDH1A1 block inconclusive, KDM4E inh inconclusive and SMN2 splice up -21%.

Fetched by compound from the entries so far (3):
`CCn1c(=O)c(C(=O)Nc2ccc(C(C)=O)cc2)nc2ccccc21` gave Tau fluor counter -6%, Tau ThT inhib inconclusive, Tau FP inhib 4% and SMN2 splice up 28%.
COCCN(C(C)=O)c1nnc(-c2ccccn2)s1 was read as Tau fluor counter 12%, HTT cytoprotect -9%, Tau ThT inhib -12%, HTT aggregate 3%, Tau FP inhib -2%, ALDH1A1 block inconclusive, KDM4E inh inconclusive and SMN2 splice up inconclusive.
For O=C(O)c1c(-c2ccccc2)c2oc3ccccc3c2[nH]c1=O the results were Tau fluor counter -3%, HTT cytoprotect -17%, Tau ThT inhib -5%, HTT aggregate 23%, Tau FP inhib -3%, ALDH1A1 block inconclusive, KDM4E inh inconclusive and SMN2 splice up -21%.

Source: PubChem BioAssay (National Center for Advancing Translational Sciences (NCATS))
